A549 tox: Nrf2 qHTS screen for inhibitors: counterscreen for cytotoxicity | A549 ARE-Fluc cells, CellTiter-Fluor viability, 18-24 h | Potency, µM (top dose mostly 46 µM), for the others: top-dose activity change, negative = cytotoxicity, usual class: inhibitors | actives 0.16% (n = 390,000) | AID 504648, 2011; further: potency means the concentration at half of the fitted maximal effect; on the % scale 0 is the no-effect control and ±100 the full control effect
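Cytotoxicity counterscreen: CellTiter-Fluor fluorescence was measured in A549 ARE_Fluc cells after 18-24 h of compound exposure in a concentration series. The subsequent BugLite luminescent read reports ARE-luciferase activity.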
MmCpn inh: Inhibitors of TCP-1 ring complex (TRiC) of Methanococcus maripaludis (MmCpn): qHTS; purified Mm-Cpn ATPase, ADP Transcreener TR-FRET; actives 0.031% (n = 330,000); Potency, µM (top dose mostly 76.9 µM), inactives show top-dose activity, negative = inhibition, most hits filed as inhibitors; Chaperonin Mm-Cpn (Methanococcus maripaludis); AID 504842, 2011; further: potency means the concentration at half of the fitted maximal effect; on the % scale 0 is the no-effect control and ±100 the full control effect; nearly all actives have a fitted effect of over 80% in size
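ATPase turnover read by TR-FRET ADP competition (Eu cryptate antibody/ADP-d2, 665/590 nm): 10uM ATP final, 25nM Mm-CPN final, 30 min 37degC after 10-min compound preincubation, pH 7.4 Tris/KCl/MgCl2/DTT buffer.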
TGFb inhibitor: qHTS for Inhibitors of TGF-b. HepG2 CAGA-GFP TGF-b/SMAD3 reporter, GFP fluorescence, 18 h; TGF-beta stimulated, 500 pg/mL final. Potency, µM (titrated, usually from 46.1 µM), inactives show at the highest dose activity, negative = inhibition, most hits filed as inhibitors. actives 1.2% (n = 410,000); further: potency means the concentration at half of the fitted maximal effect; on the % scale 0 is the no-effect control and ±100 the full control effect; nearly all actives have a fitted effect of over 65% in size
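HEPG2 CAGA-GFP, 1000 cells/well; 2 h settle, 37 C; cpd via pin tool; TGF-b 500 pg/mL final; 18 h, 37 C; GFP imaging ex488/em500-530; %Activity normalised to -TGF-b and +DMSO controls; CRC fit, curve class.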
pAkt inh: HTS Assay for Inhibitors of Akt Phophorylation: Primary Screen | actives 0.32% (n = 360,000) | Neuro2A IGF-stimulated pAkt S473 HTRF, 20 min; stronger effect = lower value | activity change, % for hits at 50 µM | AID 651550, 2012; in the data active means activity change below about -80%; inconclusive means mostly about -51% to -80%; further: on the % scale 0 is the no-effect control and ±100 the full control effect
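Neuro2A cells (4,500/well, DMEM with 0.5% FBS) were treated with compound at a single 50 µM final concentration, stimulated with 6 nM IGF for 20 min at 37 °C, and lysed. Phospho-Akt Ser473 was read by HTRF as 665/615 ratio ×10^4.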
HepG2 viability: qHTS for Inhibitors of TGF-b: Cytotox Counterscreen. HepG2 CAGA-GFP viability, ATP luminescence, 18 h. Potency, µM (series often up to 46.1 µM), for the others: top-dose activity change, negative = cytotoxicity, actives largely listed as cytotoxic. actives 0.76% (n = 410,000). AID 588856, 2011; further: potency means the concentration at half of the fitted maximal effect; some results filed as inactive show a strong effect at the top dose
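CellTiter-Glo luminescence gave cytotoxicity after 18 hours at 37 degrees C. The cells were HepG2 CAGA-GFP in 1% FBS DMEM, stimulated with 500 pg/mL TGF-beta after compound addition. %Activity was normalised to no-cell wells (complete cell-killing) and DMSO (no toxicity), and curves were fitted and classified.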
S2 tox: Viability Counterscreen for Primary qHTS for Inhibitors of ATXN expression; S2 cells (HEK-293 line with an ATXN2-luciferase reporter) viability, CellTiter-Fluor protease fluorescence, 24 h; Potency, µM (highest dose often 56.7 µM), actives largely listed as cytotoxic; actives 0.49% (n = 400,000); AID 651635, 2014; further: potency means the concentration at half of the fitted maximal effect; nearly all actives have a fitted effect of over 40% in size
Nrf2 inh: Nrf2 qHTS screen for inhibitors. actives 2.1% (n = 360,000). Potency, µM (titrated, usually from 46 µM), for the others: top-dose activity change, negative = inhibition, actives largely listed as inhibitors. A549 ARE-Fluc reporter, luciferase luminescence, 18-24 h; further: potency means the concentration at half of the fitted maximal effect; on the % scale 0 is the no-effect control and ±100 the full control effect; nearly all actives have a fitted effect of over 60% in size
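Reporter: ARE-Fluc in A549. Exposure: 18-24 h, 37 °C, 5% CO2, 5% FBS OPTI-MEM. Readouts: fluorescent cytotoxicity (CellTiter-Fluor), then luminescent Nrf2 signal after BugLite.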
CCT chaperon mod: High-Throughput Screening for Modulators of Cytosolic Chaperonin Activity | purified chaperonin ATPase assay, HTRF ADP detection, 30 min | activity change, % (test concentration not listed), hits read low | actives 0.3% (n = 360,000); in the data active means activity change below about -30%; further: on the % scale 0 is the no-effect control and ±100 the full control effect
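Nucleotide hydrolysis assay: TRiC at 20–40 nM final (set by batch activity) with 10 uM ATP, 30 min at 37 °C, in presence of 76 uM compound. Detection by competitive ADP HTRF, 30 min ambient.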
Nrf2 ARE act: qHTS of Nrf2 Activators. AREc32 ARE-luciferase reporter (MCF7-derived line), luminescence, 24 h. Potency, µM (top dose mostly 46.1 µM), inactives show at the top dose activation, actives largely listed as activators. actives 0.31% (n = 410,000). AID 624171, 2012; further: potency means the concentration at half of the fitted maximal effect; % of control where 0% means no effect; nearly all actives have a fitted effect of over 65% in size
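AREc32 cells carrying an ARE-driven firefly luciferase, 1000 cells/well in OPTI-MEM with 5% FBS, dosed after overnight attachment and incubated 24 hr at 37 deg C. Steady-Glo luminescence read after 30 min at RT.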
The depositor's hits bear a star; i = inactive; ? = inconclusive; . = no result given; [ ] = another dose, or the depositor's remark. Unless noted, the call rests on the fitted dose curve; in most records, active means well fitted curve in the direction sought with a large enough effect; inconclusive means small, poorly fitted or top-dose-only effect, or another doubt; inactive means no such curve, though single readings can be large; an effect the other way counts as inactive or inconclusive. Rows are unselected; any-hit rate near 4.4%.

SMILES	A549 tox	MmCpn inh	TGFb inhibitor	pAkt inh	HepG2 viability	S2 tox	Nrf2 inh	CCT chaperon mod	Nrf2 ARE act
Nc1ccc2c(c1)C(=O)N(CCCC(=O)O)C2=O	-3%	-1%	4%	i	-23%	i	1%	-1.8	-0.8%
O=C(CNC(=O)c1cccs1)OCc1ccc(Br)cc1	-1%	0%	11%	i	8%	i	1%	-2.6	-0.3%
CN1CCN(CCCNC(=O)C2CCN(c3nnc(-n4cccc4)s3)CC2)CC1	-11%	1%	7%	i	-6%	?	-13%	-0.3	0.7%
COc1ccc2cc3cc(C(=O)Nc4ccc5c(c4)OCCO5)oc3nc2c1	-25%	-3%	-10%	i	-52%	.	18µM*	-0.1	2.2%
C1=C(c2cc3ccccc3cn2)CCCC1	-6%	2%	-7%	i	-15%	i	?	-0.2	4.1%
CC1=C(C#N)C(=O)NC(=O)/C1=C/c1ccc(-c2ccc(S(N)(=O)=O)cc2)o1	-2%	0%	10%	i	-5%	i	1%	-3.1	0.1%
Cc1ccccc1C(=O)Nc1ccnn1C1CCN(Cc2cnn(C(C)C)c2)CC1	1%	-4%	2%	i	-1%	i	16%	-0.9	0.2%
COCCNS(=O)(=O)c1ccc(SC)cc1	10%	-2%	-14%	i	-7%	i	5%	-0.5	-0.3%
Cc1ccc(-c2c(C(=O)N3CCOCC3)oc(=O)c3ccccc23)cc1	8%	-1%	0%	i	-21%	i	-14%	-1.6	-0.8%
CC(=O)N(c1ccccc1)c1nc(C)cc(C)c1C#N	0%	0%	-3%	i	-1%	i	-7%	-2.6	0.3%
Cc1ccc(C)c(-c2[nH]c3c(c2-c2c(-n4cccc4)n(C)c(=O)[nH]c2=O)c(=O)[nH]c(=O)n3C)c1	8%	.	0%	.	1%	i	-2%	.	-0.8%
CNC(=S)n1cnc(N)n1	13%	?	7%	i	6%	i	?	1.7	-1.0%
CCOc1ccc(N(CC(=O)NN=C2CCN(C)CC2)S(=O)(=O)c2ccc(Br)cc2)cc1	25%	-1%	-9%	i	-14%	i	-11%	-1.4	0.4%
COC(=O)c1c(NC(=O)c2ccccc2F)sc(C(=O)N2CCOCC2)c1C	-3%	-4%	1%	i	-12%	?	7%	1.4	7.1%
CC1(C)Cc2c(sc3[nH]c(=S)n(Cc4ccccc4)c(=O)c23)CO1	?	0%	-5%	i	-35%	i	16µM*	-5.0	0.0%
CCOc1ncccc1C(=O)OCCCC(=O)c1ccc(Br)cc1	?	1%	-1%	i	-14%	i	16%	-5.5	4.9%
COc1ccc(/C=C/c2cc(O)cc(OC3OC(CO)C(O)C(O)C3O)c2)cc1 (stereo unspecified)	-3%	.	-3%	.	-14%	i	28%	1.4	4.3%
CCOc1ccc(NCc2nnc(SCC(=O)Nc3cc(C)on3)n2-c2ccccc2OC)cc1	-1%	-1%	10%	.	-3%	i	.	0.5	-0.3%
NC(=O)c1ccsc1NC(=O)COC(=O)c1cc(Cl)ccc1O	-1%	-20%	8%	i	0%	i	9%	-0.2	?
COc1ccc(C(=O)Nc2cc(C)nn2-c2ccc(F)cc2)cc1	0%	2%	-7%	i	-8%	i	1%	-2.4	1.8%
S=C(Nc1ccccc1)N1CCOCC1	-6%	-2%	-18%	i	-25%	i	11%	-2.6	0.4%
Cn1c(NN)nc2ccccc2c1=O	4%	1%	2%	i	24%	i	0%	-0.1	-0.7%
CCCn1c(C(C)Nc2nc(-c3ccc(C)cc3)cs2)nc2cc(Cl)c(Cl)cc21 (stereo unspecified)	-3%	-3%	?	i	-38%	i	18%	1.0	4.6%
COc1cccc(C(=O)NC2CCCc3ccccc32)c1 (stereo unspecified)	-4%	-1%	0%	i	3%	i	-16%	-2.5	4.7%
COc1cc(CC2COC(c3ccc(O)c(OC)c3)C2COC(C)=O)ccc1O (stereo unspecified)	6%	-1%	10%	i	-26%	i	-4%	-1.5	2.1%

Rewritten as labelled records: part of the list above
CC(=O)N(c1ccccc1)c1nc(C)cc(C)c1C#N
  A549 tox: 0%; MmCpn inh: 0%; TGFb inhibitor: -3%; pAkt inh: i; HepG2 viability: -1%; S2 tox: i; Nrf2 inh: -7%; CCT chaperon mod: -2.6; Nrf2 ARE act: 0.3%

CC1=C(C#N)C(=O)NC(=O)/C1=C/c1ccc(-c2ccc(S(N)(=O)=O)cc2)o1
  A549 tox: -2%; MmCpn inh: 0%; TGFb inhibitor: 10%; pAkt inh: i; HepG2 viability: -5%; S2 tox: i; Nrf2 inh: 1%; CCT chaperon mod: -3.1; Nrf2 ARE act: 0.1%

Profiles from above. Order of values: A549 tox, MmCpn inh, TGFb inhibitor, pAkt inh, HepG2 viability, S2 tox, Nrf2 inh, CCT chaperon mod, Nrf2 ARE act
Listed for CN1CCN(CCCNC(=O)C2CCN(c3nnc(-n4cccc4)s3)CC2)CC1 : -11%, 1%, 7%, i, -6%, ?, -13%, -0.3, 0.7%
Listed for COc1ccc2cc3cc(C(=O)Nc4ccc5c(c4)OCCO5)oc3nc2c1 : -25%, -3%, -10%, i, -52%, ., 18µM*, -0.1, 2.2%
Listed for Nc1ccc2c(c1)C(=O)N(CCCC(=O)O)C2=O : -3%, -1%, 4%, i, -23%, i, 1%, -1.8, -0.8%

Carrying on:
SMILES	A549 tox	MmCpn inh	TGFb inhibitor	pAkt inh	HepG2 viability	S2 tox	Nrf2 inh	CCT chaperon mod	Nrf2 ARE act
CCN(CC)CCn1c(SCC(=O)NCc2ccccc2)nc2c(sc3ccccc32)c1=O	-11%	1%	-7%	i	1%	i	2%	-3.9	0.3%
O=C(NC(=S)NCc1ccc(-c2nc3ccccc3s2)cc1)c1ccco1	11%	-2%	-43%	i	-45%	i	24%	-0.5	3.2%[9.22 µM]
O=C1Nc2ccccc2OC1CC(=O)N1CCOCC1 (stereo unspecified)	-1%	-1%	?	i	0%	i	-12%	0.3	0.0%
CC(C)n1c(-c2ccncc2)n[nH]c1=S	9%	0%	16%	i	20%	i	12%	-1.0	-0.3%
CCOC(=O)c1c(C)n(-c2ccc(C)cc2)c2ccc(O)c(CN(C)C)c12	-6%	1%	?	i	-53%	?	7%	1.7	4.8%
COC(=O)c1sc(N2C(=O)C(O)=C(C(=O)c3ccc(C)o3)C2c2ccco2)nc1C (stereo unspecified)	-4%	-2%	26%	i	-30%	?	3%	-2.2	9.4%
CCOc1cc(C(=O)NCCc2ccc(S(N)(=O)=O)cc2)cc(OCC)c1OCC	1%	-4%	4%	i	-9%	i	3%	0.5	0.0%
O=C(c1ccc(F)cc1)C1CCN(C(=O)c2ccc(F)cc2)CC1	-4%	-3%	0%	i	-7%	i	-7%	1.2	0.4%
CC[C@H]1C/C=C\Cc2ccccc2[C@H](C(=O)C[C@@H](O)CC(C)=O)OC1=O	-6%	-1%	2%	i	-12%	i	12%	-0.3	-1.0%
Cc1cc(CNC(=O)c2cccnc2Cl)c2ccccc2n1	4%	0%	8%	i	2%	i	2%	-0.1	0.2%
COc1ccc2c(C)cc(SCC(=O)Nc3cc(C(N)=O)cc(C(N)=O)c3)nc2c1	-2%	-16%	?	i	-36%	i	2%	1.9	0.7%
CCOCCCN(C)C1CCN(S(=O)(=O)c2csc(C(N)=O)c2)CC1	-2%	0%	14%	i	9%	i	0%	1.7	-0.1%
Cc1c(C)n(Cc2ccccc2)c2ccc(C(=O)NCc3ccc(OC(C)C)cc3)cc12	8%	.	0%	.	-48%	.	?	.	3.5%
CCn1c(/C=C/c2ccccc2)nc2ccccc2c1=O	1%	-2%[15.4 µM]	-24%	i	-26%	i	-13%	-1.5	3.5µM*
CCn1c(NCc2cccs2)nc2ccccc21	26%	-1%	3%	i	-3%	i	.	-1.5	3.1%
Cc1ccc(-c2nc(CN3CCN(c4cnccn4)CC3)c(C)o2)o1	1%	-2%	9%	i	3%	i	6%	1.5	1.5%
O=C(NC1CCCC1)C(c1cccnc1)N(C(=O)c1csnn1)c1ccc(F)cc1 (stereo unspecified)	-1%	0%	0%	i	10%	i	10%	0.0	-0.3%
CCc1ccc(NC(=O)CCNS(=O)(=O)c2cccc3nonc23)cc1	-6%	-4%	1%	i	-20%	i	4%	0.7	1.3%
CCC(C(=O)OCC(=O)Nc1ccc(OC)cc1OC)c1ccccc1 (stereo unspecified)	2%	0%	-4%	i	-11%	i	4%	-5.8	-0.3%
CCOc1ccc(CN2CCN(Cc3c(C)nn(CC)c3C)CC2CCO)cc1 (stereo unspecified)	-5%	-2%	-4%	i	4%	i	5%	-0.3	-0.8%
CCOc1ccc(S(=O)(=O)c2cn(Cc3cc(C)ccc3C)c3ccc(OCC)cc3c2=O)cc1	1%	.	1%	.	-3%	i	8%	.	-0.2%
C/C(=N\NC(=O)c1ccccc1C)c1cccc([N+](=O)[O-])c1	11%	2%	-18%	i	-15%	i	0%	-1.4	11%
CCOC(=O)C1CCCN(C2CC(=O)N(c3ccc(N4C(=O)CC(N5CCCC(C(=O)OCC)C5)C4=O)cc3)C2=O)C1 (stereo unspecified)	-6%	2%	0%	i	8%	i	5%	1.4	0.4%
CCOC(=O)c1cc2c(ccn2C)n1CC(=O)N1CCCC(C)C1 (stereo unspecified)	-8%	-1%	-5%	i	-15%	?	-12%	0.0	-0.8%
CCN1CCN(S(=O)(=O)c2ccc(Cl)c(C(=O)N(C)Cc3cccc(OC)c3)c2)CC1	7%	2%	-12%	i	-18%	i	21%	3.2	3.0%

Source: PubChem BioAssay (National Center for Advancing Translational Sciences (NCATS))
